Screening data deposited in PubChem BioAssay by several laboratories.
KCNK3 block – human KCNK3 channel inhibition, primary screen; O14649; CHO-KCNK3 thallium flux, FluxOR fluorescence; hits give low values; B-score at 10 µM; 0.84% of 340,000 active; AID 602410;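 active = B-score under library mean minus 4 SD, starting fluorescence ratio at most library mean plus 5 SD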;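 also: more negative B-score means stronger inhibition of thallium flux through KCNK3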
Target sequence (O14649 whole entry, looked up): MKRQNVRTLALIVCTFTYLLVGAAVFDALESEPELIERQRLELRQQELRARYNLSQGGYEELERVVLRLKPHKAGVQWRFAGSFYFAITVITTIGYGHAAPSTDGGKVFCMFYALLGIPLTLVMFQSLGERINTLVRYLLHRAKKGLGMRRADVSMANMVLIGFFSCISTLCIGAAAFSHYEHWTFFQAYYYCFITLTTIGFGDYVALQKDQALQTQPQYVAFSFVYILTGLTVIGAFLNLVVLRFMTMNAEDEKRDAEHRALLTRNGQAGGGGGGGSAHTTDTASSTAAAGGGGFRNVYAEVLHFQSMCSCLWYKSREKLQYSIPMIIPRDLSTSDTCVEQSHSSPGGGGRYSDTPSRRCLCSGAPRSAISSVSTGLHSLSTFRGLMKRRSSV
DYRK1A inh – blocks rat Dyrk1A kinase activity | inhibition, % at 12.5 µM | Q63470 | ADP-Glo luminescence, NFATc1 peptide | 0.43% of 310,000 active; in the data active = inhibition above about 50%;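 also: plate controls were vehicle with enzyme for no effect and no enzyme for full effect; many of its hits are not listed in these tables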
KCNK9 inh – blocks the human KCNK9 two-pore domain potassium channel | Q9NPC2 | HEK293 KCNK9, FluxOR thallium flux fluorescence; hits give low values | B-score at 10 µM | 1.2% of 310,000 active | AID 488922;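 active = ratio B-score over 3 SD below the library mean, with starting fluorescence within 5 SD of its mean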;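 also: negative B-score means less thallium flux so channel inhibition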
Target sequence (Q9NPC2 whole entry, looked up, the tested form may be a part): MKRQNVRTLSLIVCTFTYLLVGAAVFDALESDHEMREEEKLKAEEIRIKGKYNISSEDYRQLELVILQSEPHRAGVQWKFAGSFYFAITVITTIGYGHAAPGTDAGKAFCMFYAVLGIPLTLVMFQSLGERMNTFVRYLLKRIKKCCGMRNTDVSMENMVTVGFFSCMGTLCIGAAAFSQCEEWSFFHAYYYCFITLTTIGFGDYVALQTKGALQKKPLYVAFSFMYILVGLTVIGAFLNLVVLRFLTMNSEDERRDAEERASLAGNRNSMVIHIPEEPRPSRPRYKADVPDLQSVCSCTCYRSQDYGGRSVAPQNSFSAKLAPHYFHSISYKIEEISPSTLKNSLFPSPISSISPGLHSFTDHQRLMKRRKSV
PolyA inh – blocks polyadenylation in yeast reporter cells | 0.02% of 300,000 active | S. cerevisiae SKY197-pL101 polyadenylation reporter, beta-gal luminescence; efflux-impaired pdr1/pdr3 knockout yeast; score 100 = 6 SD above DMSO | calls only at 12 µM;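 active = lowest replicate activity score at least 50, where 100 means six control SD above control mean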;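 also: yeast exposed to compound for 9 h at 30 °C; higher score means more reporter readthrough which indicates perturbed polyadenylation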
KCNQ1 block – human KCNQ1 channel inhibition. CHO-K1 KCNQ1, FluxOR thallium flux fluorescence; hits give high values. 1.3% of 310,000 active. B-score at 10 µM. P51787. AID 2642;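 active = compounds whose thallium flux B-score, printed positive for inhibition, exceeds three library SD while starting fluorescence stays within three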;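 also: channel opened by potassium depolarization with thallium stimulus after 20 min compound exposure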
KCNQ1 pot – human KCNQ1 channel potentiation or activation. CHO-K1 KCNQ1, thallium flux FluxOR fluorescence; hits give high values. B-score at 10 µM. 0.35% of 310,000 active;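 active = fluorescence ratio B-score, a plate-corrected score, at least three library SD, with initial intensity B-score within 5 SD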
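assay system = CHO-K1 cells stably expressing KCNQ1 | medium = assay buffer, equal DMSO in all wells | timing = 37 °C overnight plating, 90-min dark dye load, 20-min compound pretreatment | measured by = kinetic FluxOR thallium fluorescence, 10-s 1-Hz baseline, 110-s post-stimulus read | measure = fluorescence change relative to baseline, converted to B score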
GSK3B inh – blocks human GSK3beta kinase activity; GST-GSK3beta kinase, ADP-Glo luminescence, 60 min; hits give low values; 0.038% of 300,000 active; activity score (negative = inhibition), % at 10 µM;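 active = more than half of replicate wells score below -50%, meaning over 50% inhibition versus plate controls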;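 also: 0% = median DMSO wells and -100% = median GW8510 positive control wells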
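Test system – GST-tagged human GSK3beta kinase, cell-free · Incubation – 60 min enzyme reaction, room temperature · Signal – ADP-Glo luminescence · Also added – peptide substrate and ATP at 25 µM · Controls – DMSO neutral wells and GW8510 at 20 µM as positive · Buffer or medium – Tris/MgCl2 kinase buffer · Measure – Luminescence-derived activity versus plate DMSO and GW8510 wells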
hERG protect – hERG (human) protection from proarrhythmic block; Q12809; CHO-hERG, FluxOR thallium flux, dofetilide IC70 present; activation (rescue from dofetilide block), less the hit threshold, % at 10 µM; 0.51% of 310,000 active;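 active = activation above the mean of controls blocked by dofetilide plus 5 SD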;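 also: thallium influx through hERG after potassium depolarization seen as dye fluorescence rise; in these data hits start at about 4.7%; inactives centre near -7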
GSK3 alpha inh – human GSK-3 alpha kinase inhibition. P49840. 0.1% of 320,000 active. inhibition, % at 10 µM. ADP-Glo luminescence, 60 min;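 in the data active = inhibition above about 50%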;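 also: GST-tagged GSK-3 alpha with peptide substrate and 25 µM ATP; 0% = DMSO neutral wells and 100% = GW8510 positive control wells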
RGS4 inh – inhibitors of human RGS4; HEK293 M3R/RGS4 inducible, Fluo-4 calcium flux; hits give high values; triggered by carbachol at its EC20; B-score at 10 µM; 0.45% of 310,000 active;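 active = B-score, a plate-corrected calcium signal, over three deviations above library mean, with baseline fluorescence within five deviations of library mean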;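 also: RGS4 expression induced by doxycycline in cells with stable M3 receptor; B-score is computed from the integrated fluorescence ratio over baseline after carbachol; higher B-score means a larger calcium signal and so more RGS4 inhibition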
Target sequence (P49798 whole entry, looked up): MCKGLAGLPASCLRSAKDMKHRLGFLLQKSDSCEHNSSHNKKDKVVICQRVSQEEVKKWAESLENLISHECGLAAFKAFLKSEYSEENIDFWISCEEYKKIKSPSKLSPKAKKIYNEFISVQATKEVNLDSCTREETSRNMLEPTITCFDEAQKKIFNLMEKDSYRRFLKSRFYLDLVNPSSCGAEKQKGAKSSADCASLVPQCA
RGS4 act – RGS4 potentiation or activation; 0.92% of 310,000 active; B-score at 10 µM; HEK293 M3R/inducible RGS4, carbachol calcium flux Fluo4; hits give low values;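 active = B-score of the integrated calcium signal more than 4 SD below the library mean, with starting fluorescence not abnormally high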;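 also: negative B-score means reduced calcium response which marks RGS4 activation or potentiation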
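Detection: kinetic calcium fluorescence imaging with Fluo4-AM dye, 2 µM / Material: HEK293 cells with stable M3R and inducible RGS4 / Schedule: recording 10 s baseline at 1 Hz, 100 s post-agonist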
* hit, by the source's call; i = inactive; · = not tested or not shown. Some of the compounds tested (hit frequency here may not be typical).

The line under a structure holds: KCNK3 block	DYRK1A inh	KCNK9 inh	PolyA inh	KCNQ1 block	KCNQ1 pot	GSK3B inh	hERG protect	GSK3 alpha inh	RGS4 inh	RGS4 act
CCC1(CC)Nc2ccccc2C(=O)N1c1ccc(NC(C)=O)cc1
 : i	-1.8	i	i	i	i	0.0	-2.7	-1.3	i	i
Cc1ccc(NC(=O)c2cc(C)on2)cc1
 : i	-19.7	i	i	i	i	-2.2	-10.9	-2.8	i	i
COc1ccc(CNc2ccc3c(c2)CCC3)cc1Br
 : i	·	i	i	i	i	-3.4	-9.5	-0.6	i	i
CCOc1ccc(Nc2ncnc3c2cnn3-c2ccccc2)cc1
 : i	6.2	i	i	i	i	0.9	-1.1	-13.1	i	i
O=C(NCCC1CCCCN1S(=O)(=O)c1ccccc1)C(=O)NCc1cccnc1 (configuration not stated)
 : i	1.8	i	i	i	i	4.7	-13.7	0.7	i	i
CCSc1nnc(NC(=O)CSc2sc3c(O)cc(=O)[nH]c3c2C#N)s1
 : i	-2.2	i	i	i	i	2.8	2.8	-1.6	i	i
CSc1ccc(-c2nnn(Cc3ccc(C)cc3)n2)cc1
 : i	-2.7	i	i	i	i	1.5	-4.3	0.2	i	i
CC(C)Nc1nc(Cl)nc(NNC(=O)C(C)Oc2ccccc2)n1 (configuration not stated)
 : i	-1.7	i	i	i	i	0.3	-8.6	-1.7	i	i
CC1CN(Cc2ccc(Cl)cc2Cl)CC(C)O1 (configuration not stated)
 : i	-7.3	i	i	i	i	0.1	-2.2	-2.3	i	i
COc1ccc(C(=O)NC2CCN(CC(=O)NCc3ccccc3)CC2)cc1
 : i	-4.4	i	i	i	i	2.5	-4.9	-3.7	i	i
S=C(NCc1ccco1)Nc1ccc(Cl)cc1Cl
 : i	-0.4	i	i	i	i	3.6	-3.4	-5.3	i	i
CC(C)NC(=O)c1ccc2c(c1)N(CC(=O)Nc1ccccc1F)C(=O)C(C)(C)O2
 : i	-5.4	i	i	i	i	0.7	-6.5	-2.4	i	i
COc1cc(/C=N/n2cnnc2)ccc1OCc1ccc(C)cc1
 : i	7.6	i	i	i	i	4.3	-9.3	-4.1	i	i
NC(=O)CN(N=Nc1cccc([N+](=O)[O-])c1)c1cccc([N+](=O)[O-])c1
 : i	30.7	i	i	i	i	1.1	-6.9	-1.9	i	i
O=C(Nn1c(Cc2ccccc2)nc2ccccc2c1=O)c1c(O)c2cccc3c2n(c1=O)CCC3
 : i	1.8	i	i	i	i	-2.4	-5.2	-5.0	i	i
O=C(Nc1ccccn1)C(=O)Nc1ccccn1
 : i	·	i	i	i	i	-2.9	-3.1	2.9	i	i
O=c1[nH]cc(-c2ccc(Br)cc2)n1Cc1ccccc1
 : i	-2.2	i	i	i	i	0.3	-4.1	-2.6	i	i
Nc1ccn(Cc2ccccc2F)n1
 : i	-7.1	i	i	i	i	·	-8.7	-1.0	i	i
Cc1cc(C(=O)N2CCOCC2)n(-c2ccccc2)n1
 : i	3.7	i	i	i	i	4.4	-2.2	-2.8	i	i
CC(=O)Nc1ccc(NC(=O)C(C)OC(=O)c2oc3ccccc3c2C)cc1 (configuration not stated)
 : i	3.3	i	i	i	i	-4.3	-16.2	1.2	i	i
CCS(=O)(=O)NCC(c1cccnc1)N1CCN(c2ccc(F)cc2)CC1 (configuration not stated)
 : i	-5.7	i	i	i	i	1.7	-5.1	0.8	i	i
S=c1[nH]ncn2c1cc1oc3ccccc3c12
 : i	-0.4	i	i	i	i	-0.4	-8.1	21.7	i	i
O=C(COc1ccc(Br)cc1)OCCN1CCCCC1
 : i	9.5	i	i	i	i	3.4	-6.7	-1.2	i	i
C/C(=N\NC(=O)C(C)Nc1cccc(Cl)c1)c1ccc([N+](=O)[O-])cc1 (configuration not stated)
 : i	2.9	i	i	i	i	-5.2	-5.3	-0.3	i	i
O=C(CSc1nnc(Cc2ccccc2)o1)N1CCCC1
 : i	-1.3	i	i	i	i	-3.3	-9.1	-0.1	i	i
O=C(COC(=O)c1ccccc1[N+](=O)[O-])Nc1nnc(-c2ccccc2)o1
 : i	1.2	i	i	i	i	2.0	-18.5	-4.8	i	i
CCc1ccc(CN(C)C(=O)C2CCC(=O)N(CCCN3CCCC3=O)C2)cc1 (configuration not stated)
 : i	-7.4	i	i	i	i	1.3	-10.6	-0.6	i	i
Cc1nn(CC(=O)Nc2nnc(C(C)C)s2)c(=O)c2ccccc12
 : i	1.9	i	i	i	i	1.0	-10.6	-4.9	i	i
COc1ccc(N(CC(=O)NC(C)C)S(=O)(=O)c2ccc(NC(C)=O)cc2)cc1
 : i	-4.4	i	i	i	i	1.0	-5.2	-2.2	i	i
CCOC(=O)C1=C(C)NC2=C(C(=O)CCC2)C1c1cccs1 (configuration not stated)
 : i	2.8	i	i	i	i	0.1	-9.0	-2.7	i	i
CCC(C)SCC(=O)Nc1ccc(S(=O)(=O)N2CCOCC2)cc1OC (configuration not stated)
 : i	-3.7	i	i	i	i	1.3	-14.0	-0.4	i	i
CC(C)CN(CCC(=O)O)CC(C)C
 : i	3.9	i	i	i	i	2.6	-4.3	1.0	i	i
COc1ccc(NC(=O)COc2cccc(-n3cnnn3)c2)cc1Cl
 : i	4.6	i	i	i	i	4.1	-11.8	-1.1	i	i
Cc1nc2sccn2c(=O)c1Cl
 : i	·	i	i	i	i	-3.6	3.1	-0.1	i	i
COc1cc(/C=N/NC(=O)c2ccncc2)ccc1OC(=O)c1cccc(Br)c1
 : i	-0.3	i	i	i	i	-1.8	-8.4	1.1	i	i
C/C(=N\NC(=O)C(=O)Nc1cccc(Cl)c1)c1ccncc1
 : i	-14.2	i	i	i	i	0.0	-5.5	2.0	i	i
Cc1noc(C)c1COC(=O)CCC(=O)c1ccc(F)cc1
 : i	-0.9	i	i	i	i	5.3	-6.6	-0.2	i	i
O=c1c(S(=O)(=O)c2ccc(Cl)cc2)cn(Cc2ccccc2)c2ccc(F)cc12
 : i	-4.3	i	i	i	i	1.0	-8.2	1.2	i	i
CCNC(=O)CCSc1nc(C)cc(C)n1
 : i	-1.2	i	i	i	i	-1.5	-12.4	-3.6	i	i
Clc1cccc(OCCN2CCN(CCOc3cccc(Cl)c3)CC2)c1
 : i	-1.1	i	i	i	i	-0.3	-23.3	-4.4	i	i

A second format for some results above.
mol: O=C(COc1ccc(Br)cc1)OCCN1CCCCC1
  KCNK3 block = i	DYRK1A inh = 9.5	KCNK9 inh = i	PolyA inh = i	KCNQ1 block = i	KCNQ1 pot = i	GSK3B inh = 3.4	hERG protect = -6.7	GSK3 alpha inh = -1.2	RGS4 inh = i	RGS4 act = i
mol: C/C(=N\NC(=O)C(C)Nc1cccc(Cl)c1)c1ccc([N+](=O)[O-])cc1 (configuration not stated)
  KCNK3 block = i	DYRK1A inh = 2.9	KCNK9 inh = i	PolyA inh = i	KCNQ1 block = i	KCNQ1 pot = i	GSK3B inh = -5.2	hERG protect = -5.3	GSK3 alpha inh = -0.3	RGS4 inh = i	RGS4 act = i
mol: O=C(CSc1nnc(Cc2ccccc2)o1)N1CCCC1
  KCNK3 block = i	DYRK1A inh = -1.3	KCNK9 inh = i	PolyA inh = i	KCNQ1 block = i	KCNQ1 pot = i	GSK3B inh = -3.3	hERG protect = -9.1	GSK3 alpha inh = -0.1	RGS4 inh = i	RGS4 act = i
mol: O=C(COC(=O)c1ccccc1[N+](=O)[O-])Nc1nnc(-c2ccccc2)o1
  KCNK3 block = i	DYRK1A inh = 1.2	KCNK9 inh = i	PolyA inh = i	KCNQ1 block = i	KCNQ1 pot = i	GSK3B inh = 2.0	hERG protect = -18.5	GSK3 alpha inh = -4.8	RGS4 inh = i	RGS4 act = i

The list goes on:
The line under a structure holds: KCNK3 block	DYRK1A inh	KCNK9 inh	PolyA inh	KCNQ1 block	KCNQ1 pot	GSK3B inh	hERG protect	GSK3 alpha inh	RGS4 inh	RGS4 act
Cc1ccc(NC(=O)c2cc(S(=O)(=O)NCCc3ccccc3)ccc2F)cc1Cl
 : i	-5.5	i	i	i	i	-1.1	-1.9	1.0	i	i
COc1ccc(C)cc1S(=O)(=O)Nc1cccc(SC)c1
 : i	8.4	i	i	i	i	2.4	-7.5	-1.8	i	i
O=C(/C=C/c1cccs1)NCc1ccc2c(c1)OCO2
 : i	-5.4	i	i	i	i	-1.9	-4.0	-1.8	i	i
CCc1ccc(OCC2Cn3c(nc4c3c(=O)[nH]c(=O)n4C)O2)cc1 (configuration not stated)
 : i	10.4	i	i	i	i	0.9	-4.3	-0.9	i	i
CCC(C)c1ccc(NC(=S)N2CCN(S(C)(=O)=O)CC2)cc1 (configuration not stated)
 : i	-8.0	i	i	i	i	0.1	-5.5	-0.2	i	i
CC(Sc1nc(-c2ccc(F)cc2)cs1)C(=O)Nc1ccc(Cl)cn1 (configuration not stated)
 : i	-2.3	i	i	i	i	-2.1	-9.7	2.1	i	i
CCOC(=O)c1c(CNc2ccncc2)n(C)c2cc(Br)c(O)cc12
 : i	19.2	i	i	i	i	-6.2	-9.0	20.7	i	i
COc1ccc(CNC(=O)C[C@H]2C(=O)N(C3CCCCC3)C[C@@H]2Cc2ccccc2)cc1
 : i	-0.5	i	i	i	i	-1.1	-0.8	-3.5	i	i
CCN1CCN(c2ccc(NC(=O)c3ccc(F)cc3)cc2Cl)CC1
 : i	-6.5	i	i	i	i	2.7	-4.7	1.9	i	i
O=C(Nc1ccc(C(=O)N2CCCC2)cc1)c1cccc(C(F)(F)F)c1
 : i	-2.1	i	i	i	i	-3.4	-3.6	0.1	i	i
Oc1ccccc1Nc1nc(NCc2ccco2)c2ccccc2n1
 : i	·	i	i	i	i	2.1	-25.2	-3.9	i	i
C=CCNc1nc2ccccc2c(=O)[nH]1
 : i	1.2	i	i	i	i	-0.3	-6.7	0.4	i	i
COc1cc(NC(=O)c2sc3ncn(CC(=O)N4CCCCC4)c(=O)c3c2C)cc(OC)c1OC
 : i	-0.7	i	i	i	i	1.1	-8.7	-0.8	i	i
CC(C)(C)n1ncc2c(=O)n(CC(=O)N3CCc4ccccc43)cnc21
 : i	3.4	i	i	i	i	3.8	-1.3	7.0	i	i
COc1ccc(N(CC(O)CN2CCCCC2)S(=O)(=O)c2ccc(C)cc2)cc1 (configuration not stated)
 : i	-12.1	i	i	i	i	2.9	-15.3	1.0	i	i
